Screening results from PubChem.
T cell HTS: T cell immune modulation candidate; AID 2052; actives 0.068% (n = 330,000); calls only at 7 µM; 2C CD8+ T cell-vesicle binding, flow cytometry; hits give low values;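 active means response, share of CD8 T cells binding vesicles, and their 90th percentile fluorescence all below set limits, cut at about 80% in these data, passing the limit was not always enough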
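Assay system: 2C TCR transgenic mouse naive CD8+ T cells, MACS-purified | Read-out: CD8+ gate FL2 mean fluorescence as % of same-row positive control | Signal: High-throughput flow cytometry with anti-B7-1 and anti-CD8 staining | Timing: Binding step 1.5 h, 37 °C, antibody labelling 20 min, ice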
West Nile antiviral: West Nile virus antiviral activity, cell-based, CPE readout (AID 1621); actives 0.02% (n = 290,000); one-dose CPE inhibition, % at 10 µM; IC50 in µM for titrated hits; West Nile virus-infected cells, CPE inhibition; higher % means a stronger effect; in the data active means a potency from the dose series; further: strong numbers were not always called active
TNAP activators: stimulation of alkaline phosphatase TNAP activity – biochemical, luminescent, no phosphate acceptor, uHTS, primary screen (AID 1001) | purified TNAP, luminescent activation assay, no phosphate acceptor; higher activation fold means a stronger effect | activation fold at 20 µM; hits with a dose series show EC50 in µM | actives 0.03% (n = 200,000); in the data active means activation fold from about 3, or a potency from the dose series; inactive means the rest, 99 in 100 with activation fold below about 1.6; further: many of its hits are not listed in these tables
UTI89 phage lysis: inhibition of K1F phage lysis, E. coli UTI89, bacterial capsule biogenesis inhibitors, alamar blue (AID 488966) | E. coli UTI89 K1F phage lysis, alamar blue, 2 h; higher % means a stronger effect | one-dose inhibition, % at 100 µM; IC50 in µM for titrated hits | actives 0.02% (n = 340,000);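 active means phage lysis inhibition, versus mean bacterial control, above a set limit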;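 further: capsule biogenesis inhibitors block K1F phage lysis so surviving cells raise fluorescence; higher fluorescence means more inhibition of phage lysis; actives were called in the ten point dose series up to 300 µM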
P. falciparum M17LAP: P. falciparum M17LAP inhibitors, primary screen, biochemical, fluorogenic H-Leu-NHMec substrate, 1536-well (AID 1619). recombinant M17LAP, H-Leu-NHMec fluorogenic kinetic assay; higher % means a stronger effect. inhibition, % at 30 µM, or IC50 in µM where a hit was titrated. actives 0.38% (n = 220,000);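 active means compound inhibiting the enzyme by more than half at any dose during confirmatory dose-response retesting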;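 further: plate controls were full reaction with DMSO carrier for no effect and no enzyme background for full effect; strong numbers were not always called active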
P. falciparum M1AAP: P. falciparum M1AAP inhibitors, biochemical, fluorogenic H-Leu-NHMec substrate, 1536-well (AID 1445) | actives 0.42% (n = 220,000) | inhibition, % at 30 µM; hits with a dose series show IC50 in µM | recombinant M1AAP, H-Leu-NHMec fluorogenic kinetic assay; higher % means a stronger effect;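 active means primary inhibition above the hit cutoff, then over 50% inhibition at one or more dose response concentrations, cut at about 23% in these data, passing the limit was not always enough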;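 further: plate controls were DMSO full reaction for no effect and no enzyme background for full effect; strong numbers were not always called active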
PMI inhibitors: inhibitors of human PMI, primary screen, biochemical, fluorescence intensity, coupled assay (AID 1209); purified PMI enzyme, coupled fluorescence intensity; higher % means a stronger effect; inhibition, % at 20 µM; hits with a dose series show IC50 in µM; actives 0.42% (n = 190,000);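 further: plate controls were DMSO vehicle for no effect and wells lacking substrate for full effect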
RSV CPE inhibition: inhibition of RSV-induced cytopathic effect – HEp-2 cells, primary 10 µM value included (AID 2391) | HEp-2 cells, RSV-induced CPE inhibition; higher % means a stronger effect | actives 0.13% (n = 310,000) | CPE inhibition, % at 10 µM, or IC50 in µM where a hit was titrated; in the data active means a potency from the dose series; further: strong numbers were not always called active
human PMI inhibitors: human PMI inhibitors, high substrate, primary screen, biochemical, fluorescence intensity, high mannose 6-phosphate (AID 1220). recombinant PMI enzyme, coupled fluorescence intensity; higher % means a stronger effect. inhibition, % at 20 µM, or IC50 in µM where a hit was titrated. actives 0.66% (n = 190,000)
T cell HTS vesicle-bound %: recorded beside T cell HTS, whose call it bears; double positive events, %; measured here: CD8+ vesicle-bound cell fraction;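 binding gate set so that unloaded-vesicle control wells show 10% double positive cells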
The depositor's hits bear a star; i = inactive; / = not tested or not shown; [ ] = another dose, or the depositor's remark. Unless noted, no stated cut-off is given here; in the data, active means inhibition above about 50%; inactive means the rest.

SMILES	T cell HTS	T cell HTS vesicle-bound %	West Nile antiviral	TNAP activators	UTI89 phage lysis	P. falciparum M17LAP	P. falciparum M1AAP	PMI inhibitors	RSV CPE inhibition	human PMI inhibitors
COc1ccc(Br)cc1-c1noc(-c2ccncc2)n1	i	50.4	0.2%	1.1	0.3%	-3.7%	13.4%	-2.6%	4.5%	-1.0%
O=[N+]([O-])c1ccc(S(=O)(=O)c2ccccc2)nc1	i	2.2	-1.3%	/	0.2%	/	/	/	-4.6%	/
Cc1cccc(-c2nnc(NC(=O)c3cccs3)s2)c1	i	35.2	0.1%	1	3.5%	-0.4%	4.7%	-0.9%	3.6%	-0.9%
COC(=O)C1CCN(C(=O)COC(=O)c2ccc(OC)c(S(=O)(=O)N3CCCc4ccccc43)c2)CC1	i	42.8	-0.5%	1.1	-0.3%	3.3%	7.0%	-5.9%	1.3%	-3.4%
CCOc1cccc(-c2nn3c(-c4ccco4)nnc3s2)c1	i	51.5	0.0%	1	0.7%	3.7%	-0.1%	3.3%	0.0%	5.5%
CCOC(=O)c1csc(NC(=O)c2ccc(S(=O)(=O)N(C)C)cc2)n1	i	13.9	-0.3%	1.1	0.0%	-3.8%	4.1%	9.9%	3.7%	11.4%
CCCSc1nc2c(c(=O)[nH]c(=O)n2C)n1Cc1ccc(C)cc1	i	29.6	0.0%	1	0.1%	-1.3%	-0.2%	2.6%	16.8%	7.3%
Cc1nc(SCCc2ccccc2)[nH]c(=O)c1C	i	36.0	-0.1%	/	0.4%	/	/	/	-2.5%	/
COC(=O)c1ccc(C(=O)OCCCc2nc3ccc(N)cc3[nH]2)cc1	i	43.1	0.0%	1	0.8%	-13.1%	5.1%	19.1%	-0.4%	45.7%
O=C1C(=O)c2ccccc2C(O)=C1c1ccccc1F	i	53.9	0.4%	/	0.4%	-1.2%	5.3%	/	0.0%	/
Cn1c(SCCC#N)nnc1-c1ccc(F)cc1	i	48.8	-0.2%	1.2	0.5%	1.5%	2.6%	0.6%	3.7%	-2.7%
O=C(O)CCC(=O)NNc1ccccc1[N+](=O)[O-]	i	22.7	0.1%	0.9	3.6%	-2.2%	10.9%	-10.4%	0.6%	-12.0%
COC(=O)c1cc(-c2c(C)nn(-c3ccccc3)c2C)n[nH]1	i	50.4	0.0%	0.9	5.2%	7.7%	2.3%	0.8%	2.2%	-3.0%
O=C(NCCCN1CCOCC1)c1ccc2c(c1)N(Cc1ccc(Cl)cc1)C(=O)c1ccccc1S2=O (stereo not drawn)	i	6.2	0.0%	/	-0.2%	/	/	/	-1.1%	/
CN(Cc1nnc(-c2ccc(F)cc2)o1)c1ccccc1	i	18.2	-0.1%	/	0.1%	/	/	/	4.1%	/

Five neighbouring compounds already listed:
SMILES	T cell HTS	T cell HTS vesicle-bound %	West Nile antiviral	TNAP activators	UTI89 phage lysis	P. falciparum M17LAP	P. falciparum M1AAP	PMI inhibitors	RSV CPE inhibition	human PMI inhibitors
Cc1cccc(-c2nnc(NC(=O)c3cccs3)s2)c1	i	35.2	0.1%	1	3.5%	-0.4%	4.7%	-0.9%	3.6%	-0.9%
COC(=O)C1CCN(C(=O)COC(=O)c2ccc(OC)c(S(=O)(=O)N3CCCc4ccccc43)c2)CC1	i	42.8	-0.5%	1.1	-0.3%	3.3%	7.0%	-5.9%	1.3%	-3.4%
CCOc1cccc(-c2nn3c(-c4ccco4)nnc3s2)c1	i	51.5	0.0%	1	0.7%	3.7%	-0.1%	3.3%	0.0%	5.5%
CCOC(=O)c1csc(NC(=O)c2ccc(S(=O)(=O)N(C)C)cc2)n1	i	13.9	-0.3%	1.1	0.0%	-3.8%	4.1%	9.9%	3.7%	11.4%
CCCSc1nc2c(c(=O)[nH]c(=O)n2C)n1Cc1ccc(C)cc1	i	29.6	0.0%	1	0.1%	-1.3%	-0.2%	2.6%	16.8%	7.3%

The list goes on.
SMILES	T cell HTS	T cell HTS vesicle-bound %	West Nile antiviral	TNAP activators	UTI89 phage lysis	P. falciparum M17LAP	P. falciparum M1AAP	PMI inhibitors	RSV CPE inhibition	human PMI inhibitors
Cc1ccc(NC(=O)c2ccco2)c(NC(=O)c2cccs2)c1	i	30.8	0.2%	1	0.4%	4.9%	1.1%	22.7%	0.5%	17.6%
COC12NC(=O)N(C)C1(OC)C(=O)N(C)C(=O)N2C (stereo not drawn)	i	29.1	0.0%	1	0.6%[50 µM]	1.3%	-4.9%	-2.0%	1.8%	-0.2%
Cc1c(-c2ccc(F)cc2)nc(N)c(C#N)c1-c1cccs1	i	17.8	-0.4%	1.1	0.2%	-4.5%	-1.1%	2.6%	-0.4%	2.5%
CCN(CC)C(=O)N1c2ccccc2C=Cc2ccccc21	i	13.2	2.1%	1.2	0.1%	11.8%	6.1%	3.6%	2.02µM*	4.3%
O=C(Nc1cccc(S(=O)(=O)N2CCCCCC2)c1)c1cc(=O)c2ccccc2o1	i	36.2	1.3%	1.1	0.5%	3.3%	6.8%	3.4%	8.3%	-2.1%
Cc1c(NC(NC(=O)CC(C)C)C(Cl)(Cl)Cl)c(=O)n(-c2ccccc2)n1C (stereo not drawn)	i	23.3	0.1%	1	-0.1%	2.6%	-0.4%	-22.8%	0.1%	-18.1%
CNc1nc2c(C)cccn2c(=O)c1C=Nc1ccc(OC)cc1	i	33.2	0.2%	1	-0.4%	-6.2%	-0.4%	11.8%	3.3%	39.0%
CCCn1c(N2CCN(CC(=O)c3c[nH]c4ccccc34)CC2)nc2c1c(=O)[nH]c(=O)n2C	i	38.6	1.5%	1.1	0.8%	44.5%	4.8%	-20.6%	3.9%	-22.4%
CCOC(=O)C1=C(C)C(c2ccccc2)NC(=S)N1 (stereo not drawn)	i	18.9	0.7%	1	1.6%	11.0%	-0.2%	24.1%	0.1%	14.0%
Cc1cc(C)c(C)c(Cn2c(CO)nc3ccccc32)c1C	i	46.4	-0.6%	1.3	2.4%	-2.4%	2.2%	7.8%	3.4%	8.7%
O=C(O)CCC(=O)NNC(=O)CCC(=O)Nc1ccccc1	i	66.2	1.5%	0.7	/	17.9%	2.7%	13.6%	-1.1%	4.8%
C/C(=N\NC(=O)c1ccccc1O)C1CC1	i	32.5	0.0%	/	0.5%	/	/	/	1.5%	/
CC(C)N(Cc1cc2ccccc2[nH]c1=O)C(=O)C(C)(C)C	i	1.7	-0.3%	1.2	-0.1%	7.2%	9.4%	-4.9%	2.5%	-3.5%
Cc1ccc(NNC(=O)c2snnc2C)cc1Cl	i	20.4	-0.3%	/	-0.6%	5.6%	0.8%	/	/	/
CCN(CC(=O)Nc1ccc2c(c1)OCCO2)C(=O)CC1CCCC1	i	22.2	0.2%	1.1	1.6%	7.4%	8.1%	-1.1%	1.0%	-0.8%
O=C(CSc1nnc(CNC(=O)c2ccco2)o1)Nc1ccc(OC(F)(F)F)cc1	i	55.6	-0.3%	/	-0.4%	/	/	/	-1.6%	/
CCOc1ccc(C2N(c3ccc(Cl)cc3)C(=O)C3CCCN32)cc1OC (stereo not drawn)	i	27.5	-0.5%	0.8	1.1%	-2.3%	3.1%	-5.4%	-2.4%	-3.8%
Cc1ccc(C(=O)CC2(O)C(=O)N(CN3CCOCC3)c3ccccc32)cc1 (stereo not drawn)	i	41.3	0.1%	1.1	-0.3%[50 µM]	2.1%	3.7%	13.8%	0.7%	10.6%
CC(C)(C)N1C(=O)Cc2c1nc(N)c1c(N)nc(N3CCCCC3CO)c(C#N)c21 (stereo not drawn)	i	39.1	0.9%	1	5.3%	2.2%	3.8%	/	0.1%	/
CCCCOc1cccc(-c2nnc(NC(=O)CSc3ccc(C)cc3)s2)c1	i	50.9	0.8%	1	1.0%[50 µM]	-0.6%	-0.2%	11.0%	1.2%	8.8%
Cc1cccc(NC(=O)CN2CCC(C(=O)c3ccc4c(c3)OCCO4)CC2)c1	i	7.9	-1.0%	/	0.2%	/	/	/	2.4%	/
O=C(NC1CCCCC1)N1CCC(n2cnc3ccccc32)CC1	i	24.6	-0.1%	1.1	0.7%	-6.4%	-0.3%	4.6%	1.6%	2.5%
C/C(=C\C(=O)c1ccc(Br)cc1)N1CCCCC1	i	22.5	0.1%	1	-5.1%	11.8%	-0.2%	-5.3%	0.6%	1.7%
O=C(NNC(=O)c1cc(Cl)ccc1O)c1cccs1	i	15.0	1.3%	/	5.9%	/	/	/	12.0%	/
O=C(CN1CCN(S(=O)(=O)c2ccc(Cl)cc2)CC1)NC1CC1	i	55.3	-0.3%	/	0.2%[50 µM]	/	/	/	0.2%	/
CCc1ccc(OCC(=O)NC(=S)Nc2ccc(Br)c(C)n2)cc1	i	45.7	-0.7%	1.1	0.6%	13.1%	2.0%	0.0%	-1.3%	-10.7%
COc1ccc(C(=O)NCCSCc2ccco2)cc1OC	i	38.5	0.1%	1.1	-0.3%	1.7%	-0.8%	0.6%	1.4%	3.2%
O=C(NC(C(=O)c1ccccc1)n1c(=O)cc[nH]c1=S)c1ccccc1 (stereo not drawn)	i	34.8	-0.5%	1	-0.8%[50 µM]	0.1%	0.3%	-14.0%	-1.2%	-33.9%
O=C(Nc1cnn(Cc2ccc(Cl)cc2)c1)c1cccs1	i	35.5	-0.2%	/	0.4%[50 µM]	15.2%	6.6%	/	5.5%	/
Cc1cccc(NC(=S)NCc2cccs2)c1C	i	53.7	-0.6%	1.1	5.5%	-7.9%	-7.8%	1.7%	1.4%	-1.9%
O=C1CC(C(=O)N2CCN(c3ccc(F)cc3)CC2)CN1CCc1ccccc1 (stereo not drawn)	i	32.8	-0.4%	1.1	-0.7%	-6.9%	-2.0%	2.5%	2.1%	12.5%
CCCCc1ncc(CN2CCC(CC3CCCCO3)(C(=O)OCC)CC2)[nH]1 (stereo not drawn)	i	23.8	-1.4%	1.1	0.3%	4.4%	-3.8%	14.5%	-0.1%	18.0%
CN(C)C(=O)c1nc(C#N)c(N(C)C)o1	i	40.2	0.0%	1.1	0.7%	6.2%	2.1%	9.2%	0.3%	10.2%
CN(C(=O)CC1C(=O)NCCN1Cc1cccc(C(F)(F)F)c1)C1CCOCC1 (stereo not drawn)	i	69.3	-0.5%	/	0.4%[50 µM]	/	/	/	1.5%	/
CCc1ccc2[nH]c(C(=O)N(C)c3ccc(F)cc3F)cc2c1	i	58.8	-1.0%	/	0.3%	/	/	/	0.7%	/
COc1ccccc1N1CCN(c2cc(=O)n(-c3ccc(Br)cc3)c(=O)[nH]2)CC1	i	57.1	-0.1%	1.1	6.2%	1.6%	-5.8%	0.0%	0.5%	3.0%
COC(=O)C1=C(O)C2(C(=O)O)CC(C(=O)OC)=C(O)C(C(=O)O)(C1)C2	i	18.8	-0.1%	/	-1.4%	-3.7%	-4.8%	/	1.5%	/
c1ccc(-c2nc3ccccc3[nH]2)nc1	i	15.9	0.0%	1	-0.1%	-8.3%	10.2%	9.5%	1.1%	15.7%
CN1Cc2ccccc2CC1CNCc1c(C(=O)N2CCCC2)nc2ccccn12 (stereo not drawn)	i	58.9	-0.6%	1.1	0.5%	2.0%	-0.4%	18.5%	1.5%	21.0%
